# Screens deposited in PubChem BioAssay by National Center for Advancing Translational Sciences (NCATS).
# aSyn yeast rescue – rescues yeast growth from alpha-synuclein toxicity; 94,000 compounds, 0.02% hits; S. cerevisiae alpha-synuclein toxicity rescue, BacTiter-Glo growth, 24 h; Potency, µM (highest dose often 46.1 µM), inactives show at the top dose growth rescue (activation), most hits filed as activators; active = well fitted activation curve with a large enough effect; inconclusive = small, poorly fitted or top-dose-only effect; note: 0% is about no effect
#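 Growth restoration measured by BacTiter-Glo luminescence after 24 hr at 30 deg C; alpha-synuclein yeast, raffinose-pregrown to mid-log, were added at OD600=0.02 in galactose medium onto pinned compounds.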
# * = called active by the depositor; ? = inconclusive; & = joins results of further samples; [ ] = another dose, or the depositor's remark. Potency is the fitted concentration of half-maximal effect. An excerpt, so the mix of outcomes need not match the whole.
SMILES,aSyn yeast rescue
Cn1cc(S(=O)(=O)N2CCCCCC2)cc1C(=O)N1CCN(c2cccc(C(F)(F)F)c2)CC1,4.7%
COC(=O)c1cc(NS(=O)(=O)c2cccs2)cc(NS(=O)(=O)c2cccs2)c1,-5.4%
CCCNC(=O)Cn1nc(-c2ccc(C)c(C)c2)c2cnc3ccc(OC)cc3c21,-5.5%
CCc1noc(C)c1C(=O)N(CCCOC)c1c(N)n(Cc2ccccc2)c(=O)[nH]c1=O,-0.9%
COc1cc(C(=O)Nc2cc3c(cc2C)n(C)c(=O)c(=O)n3C)cc(OC)c1OC,-5.0%
COC(=O)c1scc2c(Oc3ccccc3)cc(C(F)(F)F)nc12,-8.3%
CCn1c2ccccc2c2cc(NC(=O)CNCc3ccccc3OC)ccc21,-34.6%[inhibitor]
O=C(C=C=Nc1ccccc1)C(=O)N=C=Cc1ccccc1,-10.4%
COc1ccc(CC(=O)Nc2sc3c(c2C(=O)Nc2ccc(C)cc2)CCCCC3)cc1,-61.5%[inhibitor]
c1cc(OCCCN2CCCCC2)ccc1CN1CCCCC1,2.3%
COc1ccc(C(=O)OCC(=O)NC23CC4CC(CC(C4)C2)C3)c(O)c1,-12.7%
COC(=O)c1cnc(NCc2ccc(F)cc2)c2ccccc12,-16.1%
O=C(O)CN1C(=O)/C(=C\c2cccc(OC(=O)c3ccco3)c2)SC1=S,0.8%
Cc1cccn2c3c(c(=O)nc12)C(c1cccc(F)c1)CC(=O)N3 (stereo not given),-2.9%
CCOC(=O)CSc1nc2cc(S(=O)(=O)N3CCOCC3)ccc2n1CC,0.6%
O=C(O)Cn1c(=O)c2c3c(sc2n(Cc2ccc(Cl)cc2Cl)c1=O)CCCC3,1.1%
COc1ccc(-c2ccc(NS(=O)(=O)c3ccc(C(C)=O)cc3)cc2)nn1,-4.9%
CCOC(=O)c1ccc(NC(=O)c2cn3c4c(ccc(Cl)c4c2=O)OC(C)C3)cc1 (stereo not given),-0.1%
CC1Cn2c(C(=O)NCCc3ccc(Cl)cc3)cc3cccc(c32)S1 (stereo not given),0.2%
Cc1ccc(NC(=O)CN2C(=O)CSc3ccc(S(=O)(=O)N(C)C)cc32)c(C)c1,-4.2%
Cc1ccc2onc(CC(=O)N3CCN(c4ccc(Cl)cc4)CC3)c2c1,23.7%
CCOC(=O)NN1C(=O)c2ccccc2NC12CCCC2,-0.6%
Cc1ccc(C(CNS(=O)(=O)c2ccc(C)cc2)N2CCN(C)CC2)cc1 (stereo not given),-1.1%
O=C1C2=C(Nc3ccccc3SC2c2ccc(C(F)(F)F)cc2)c2ccccc21 (stereo not given),-27.1%
O=C(NCc1ccccc1Cl)C1=Cc2cc(Br)ccc2OC1,-7.4%

# Reprinted at random: 3 compounds from above
SMILES,aSyn yeast rescue
COc1ccc(C(=O)OCC(=O)NC23CC4CC(CC(C4)C2)C3)c(O)c1,-12.7%
O=C1C2=C(Nc3ccccc3SC2c2ccc(C(F)(F)F)cc2)c2ccccc21 (stereo not given),-27.1%
Cc1ccc(NC(=O)CN2C(=O)CSc3ccc(S(=O)(=O)N(C)C)cc32)c(C)c1,-4.2%

# Carrying on.
SMILES,aSyn yeast rescue
CCn1c(C)c(C)c2cc(C(=O)NCCc3cc(OC)ccc3OC)ccc21,24.8%
O=C(CSc1ccc(-c2cccs2)nn1)Nc1ccccc1,-14.8%&4.1%
Cc1cc(C(=O)C(=O)O)c(C)n1-c1ccc(Cl)c(Cl)c1,9.5%
CC(C)c1ccc(C(=O)Nc2cc(-c3ccccc3F)nn2-c2ccccc2)cc1,-2.9%
O=C(CCCCCn1c(=O)c2sccc2n(Cc2ccc(Cl)cc2)c1=O)NCc1ccc2c(c1)OCO2,0.5%
CCOc1ccc(NC(=O)CC2C(=O)N(c3ccc(C)cc3)C(=O)N2CCC2=CCCCC2)cc1 (stereo not given),0.5%
O=Cc1ccc(N2CCCCC2)cc1,-10.9%
COc1ccccc1NS(=O)(=O)c1cccc(NS(=O)(=O)c2cc(C(=O)O)ccc2Cl)c1,-3.9%
N#Cc1ccccc1CSc1nc2ncc(Br)cc2[nH]1,-4.1%
O=C(CN1C(=O)COc2ccc(S(=O)(=O)N3CCCCC3)cc21)NCc1ccc(Cl)cc1,7.8%
Cc1ccc(CSCc2ccc(C(=O)NCCc3ccc(Cl)cc3)o2)cc1,-5.5%
Cc1nnc(N2C(=O)C(=O)/C(=C(/O)c3ccc4c(c3)OCCO4)C2c2cccc([N+](=O)[O-])c2)s1 (stereo not given),7.5%
CCN(CC)c1ccc(N)cc1S(=O)(=O)Nc1ccccc1OC,-11.3%
Nc1cc2c3c(cccc3c1)C(=O)N(CCN1CCCC1)C2=O,-9.8%
C[C@H](O)[C@@H]1C(=O)N2CCc3ccc(N4CCN(C)CC4)cc3[C@@H]2C[C@@H]1N(C)C(=O)c1cccnc1,3.4%
Cc1c(CCNC(=O)c2ccc(C(C)(C)C)cc2)sc2nc(-c3ccc(F)cc3)nn12,4.4%
CCC(=NCCc1c(C)[nH]c2ccc(C)cc12)C1=C(O)CC(c2ccccc2)CC1=O (stereo not given),20.2%
CC(=O)c1cccc(Nc2ccc(-c3ccccc3F)nn2)c1,0.5%
Cc1c(Cl)cccc1Nc1nc2ccc(C(=O)c3ccccc3)cc2n2cnnc12,6.8%
CCc1ccccc1N1CC(c2nc3ccccc3n2CCCCOc2ccccc2)CC1=O (stereo not given),-4.7%
CC(OC(=O)c1ccc(Cl)c(S(N)(=O)=O)c1)C(=O)NCc1ccc2c(c1)OCO2 (stereo not given),-6.9%
O=C(O)CCc1ccc(-c2ccccc2)n1-c1ccc(C(=O)O)cc1,12.0%
Cc1cc(C)cc(NC(=O)c2cc(S(=O)(=O)N3CCCC3)cn2C)c1,-14.0%
CCOc1ccc(NC(=O)c2cc(S(=O)(=O)N3CCOCC3)ccc2F)cc1,3.3%
Cc1nc(CSc2ccc(Cl)cc2)cc(N2CC(C)OC(C)C2)n1 (stereo not given),8.7%
SMILES,aSyn yeast rescue
Cc1ccccc1Nc1c(-c2c[nH]c3ccccc23)nc2cccc(C)n12,-10.2%
COc1ccc(C)cc1S(=O)(=O)NCC(c1ccc(N(C)C)cc1)N1CCc2ccccc21 (stereo not given),-11.8%
Cc1ccccc1Nc1c2c(nc3nncn13)CCC2,3.5%
CC1(C(=O)Nc2cccc(C(F)(F)F)c2)Cc2ccccc2C(=O)O1 (stereo not given),2.5%
Cc1cc(C)c2nc(N(Cc3cccnc3)C(=O)c3cccs3)sc2c1,1.6%
CCOC(=O)c1cc(-c2ccccc2)nc2nc(N(CC)CC)sc12,-23.3%
COC(=O)c1ccccc1NC(=O)CCc1c(C)nc2cc(-c3ccc(Cl)cc3)nn2c1C,3.0%
COC(=O)c1sccc1NS(=O)(=O)c1ccc(F)cc1F,-4.8%
O=C(NC(=S)Nc1ccccc1Cl)c1ccco1,-3.2%
CCOC(=O)N1CCC(NC(=O)c2csc3c2CCCC3)CC1,1.3%
CN(C)/C=C/C(=O)c1ccc(Cl)cc1Cl,14.6%
COc1ccccc1-c1cc(C(F)(F)F)nc(S(=O)(=O)CCCC(=O)Nc2ccccc2F)n1,-49.0%[inhibitor]
N#CCCN(Cc1ccccc1)C(=S)Nc1ccc(F)cc1,-0.9%
CCOC(=O)C(Cc1c[nH]c2ccccc12)NC(=O)COc1ccc(Cl)c(C)c1 (stereo not given),20.2%
COc1ccc([C@H]2C[C@H](O)[C@@H](n3cc(-c4ccc(F)cc4)nn3)CN2C(=O)C2CCCCC2)cc1,-17.1%
COc1ccc2c(c1)CCC1C2=NN(/C(C)=C/C(C)=O)C1c1cccc(F)c1 (stereo not given),2.1%
Cc1cc(C)c(S(=O)(=O)N(C)CC(=O)NCCN2CCOCC2)c(C)c1,2.5%
S=c1[nH]nc(CCc2nc3ccccc3[nH]2)n1-c1cccc(Cl)c1,7.0%
CCOc1ccc(CCNC(=O)c2sc3nc4n(c(=O)c3c2C)CCCC4)cc1OCC,-9.3%
CC1(C(=O)O)CCC(C(N)=O)C1(C)C (stereo not given),-2.6%
CCOC(=O)CN1C(c2ccccc2O)Nc2ccc(Br)cc2C1c1ccccc1 (stereo not given),6.7%
Cc1ccc(NC(=O)CSc2nnc(COc3ccc(Cl)cc3)o2)c(C)c1,4.8%
O=C(O)CC1S/C(=N\N=C2CCCCCCC2)N(c2ccccc2)C1=O (stereo not given),-16.4%
OCC1OC(n2cnc3c(SCc4ccccc4)nc(NO)nc32)C(O)C1O (stereo not given),-9.0%
CCCNC(=O)CS(=O)Cc1nc(-c2ccc(OC)cc2)oc1C (stereo not given),-1.9%

# Taken from above for reference:
SMILES,aSyn yeast rescue
O=C(CCCCCn1c(=O)c2sccc2n(Cc2ccc(Cl)cc2)c1=O)NCc1ccc2c(c1)OCO2,0.5%
CCOc1ccc(NC(=O)CC2C(=O)N(c3ccc(C)cc3)C(=O)N2CCC2=CCCCC2)cc1 (stereo not given),0.5%
O=Cc1ccc(N2CCCCC2)cc1,-10.9%
COc1ccccc1NS(=O)(=O)c1cccc(NS(=O)(=O)c2cc(C(=O)O)ccc2Cl)c1,-3.9%
N#Cc1ccccc1CSc1nc2ncc(Br)cc2[nH]1,-4.1%
O=C(CN1C(=O)COc2ccc(S(=O)(=O)N3CCCCC3)cc21)NCc1ccc(Cl)cc1,7.8%
Cc1ccc(CSCc2ccc(C(=O)NCCc3ccc(Cl)cc3)o2)cc1,-5.5%

# The results go on:
SMILES,aSyn yeast rescue
CCOC(=O)Cn1c(-c2cccs2)cc2cc(Cl)ccc21,-8.8%
O=C(Nc1cc(-c2nc3ccccc3o2)ccc1Cl)c1cccc2c(Cl)cccc12,-4.7%
CC(C)NC(=S)N1CCN(C/C=C/c2ccccc2)CC1,-13.5%
O=S(=O)(Nc1ccc(-n2cccc2)cc1)c1ccc(F)cc1,18.2%
Cc1ccsc1CN(C(=O)c1oc2cc(Br)ccc2c1C)C1CCS(=O)(=O)C1 (stereo not given),11.4%
COc1ccc(-c2nc3c(c(SCc4ccc(Br)cc4)n2)Cc2c(CO)cnc(C)c2O3)cc1,6.6%
CCc1c(C)nc2cc(-c3ccc(Cl)cc3)[nH]n2c1=O,0.1%
CC(C)c1ccc(CN(Cc2ccco2)c2cnc(S(C)(=O)=O)nc2C(=O)Nc2ccccc2)cc1,13.9%
CN1C(=O)C2C(c3ccc(N(C)C)cc3)NN(Cc3ccccc3)C2C1=O (stereo not given),4.9%
CC(C)(C)NC(=O)COc1ccc2oc3c(c2c1)CCCC3,-2.0%
O=S(=O)(NCc1ccccc1Cl)c1ccc(-c2cnc(C3CC3)o2)cc1,?
COc1cccc(NC(=O)CSc2nc3ccccc3n2C)c1,12.1%
COc1ccc(-n2c(-c3ccc(Cl)cc3)cc3c2CC(C)(C)CC3=O)c(OC)c1,-9.2%
CCN(C(=O)c1cc2c(C)nc3ccccc3c2o1)c1cc(Cl)ccc1OC,5.8%
Cc1cc(C(C)(C)C)cc(S(=O)(=O)Nc2ccc(C(=O)O)cc2)c1C,-6.1%
C[C@@H]1CN([C@@H](C)CO)C(=O)CCCn2cc(nn2)CO[C@H]1CN(C)S(=O)(=O)c1ccccc1,9.0%
N#Cc1ccccc1NC(=O)C(=O)NCC(c1cccnc1)N1CCN(c2ccccc2)CC1 (stereo not given),-11.2%
Cn1nc(C(=O)NCC(=O)Nc2ccc(F)c(F)c2)ccc1=O,-9.6%
Cc1cc(N2C(=O)C(O)=C(C(=O)c3ccc(C)o3)C2c2cccc(Cl)c2)no1 (stereo not given),-8.8%
CCOC(=O)C1CCN(S(=O)(=O)c2ccc(C)c(C)c2)CC1,-42.2%[inhibitor]
COc1cccc(CNC(=O)c2ccc3c(c2)nc2n3CCCCC2)c1OC,-7.6%
CCOc1ccc(NC(=O)CN(C)C(=O)C2=COCCO2)cc1OCC,-4.4%
CN(Cc1ccccc1)C(=O)CCC1CCN(C(=O)c2ccco2)CC1,-4.5%
CCCCn1c(=O)c(CCC(=O)OCC(=O)Nc2cccc3ccccc23)nc2ccccc21,2.6%
CN(C)C(=O)c1c(NC(=O)c2ccccc2F)sc2c1CCCC2,-17.5%
SMILES,aSyn yeast rescue
CCOc1ccccc1-n1nnc(-c2nc(-c3ccccc3C)no2)c1C,2.1%
CCCCc1ccc(NC(=O)c2cc3c(=O)n4ccccc4nc3s2)cc1,6.0%
Cc1cn([C@H]2C[C@H](O)[C@@H](CNC(=O)[C@H](N)Cc3cccnc3)O2)c(=O)[nH]c1=O,3.3%
COc1ccc(C(=O)Nc2cccc(OC(=O)c3ccco3)c2)cc1,5.7%
CCN(CC)C(=O)c1ccc(Nc2nnc(-c3ccc(C)c(S(=O)(=O)NC)c3)c3ccccc23)cc1,-2.4%
CCOc1ccc(NC(=O)CSC2=Nc3ccccc3C3=NC(CCC(=O)NCc4cccs4)C(=O)N23)cc1 (stereo not given),5.4%
CCCOc1ccc(CNC(=O)C2CCN(c3nn4c(=O)cc(C)nc4s3)CC2)cc1,-7.8%
COc1ccc(CCNC(=O)c2ccc(Cn3c(=O)c4ccccc4n(Cc4ccccc4Cl)c3=O)cc2)cc1OC,-0.2%
Cc1coc2c1c(C)cc1oc(=O)c(CC(=O)NCc3ccc(Cl)cc3)c(C)c12,6.6%
O=C(Nc1ccccc1)N(Cc1ccc(F)cc1)c1ccccn1,3.7%
CC1=C(C(=O)c2ccccc2)C(c2ccc(O)cc2)NC(=S)N1 (stereo not given),14.2%
C[C@@H]1CCCCO[C@H](CN(C)S(=O)(=O)c2cccs2)[C@@H](C)CN([C@H](C)CO)C(=O)c2cc(NC(=O)Nc3ccc4c(c3)OCO4)ccc2O1,-3.4%
CCN(CC)S(=O)(=O)c1ccc(C(=O)OCCN2C(=O)CCC2=O)cc1,0.0%
